Yeast growth tox: yeast growth toxicity, wild-type and mutant, primary screen, cytotoxicity control for eIF2B function restoration project, wild-type and eIF2Bepsilon R284H mutant, A595; 0.3% of 30,000 active; growth inhibition, % at 25 µM (by protocol); AID 685, 2007; S. cerevisiae wild-type growth, A595 turbidity, 16 h;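 active = mutant and wild-type yeast strains alike exhibit over 30% growth inhibition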;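 note: 0% = untreated cell controls and 100% = YPD media blanks without cells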
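Schedule: 16 h growth with compound, 30 °C. System: yeast, wild-type or eIF2Bepsilon-R284H mutant. Doses: one dose, 25 µM compound[…]. Buffer or medium: YPD. Signal: turbidity measured as absorbance at 595 nm. Read-out basis: growth inhibition (%) versus cell controls and blanks.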
Yeast eIF2B: GCN4-lacZ reporter reduction in eIF2B-epsilon mutant yeast, primary screen, S. cerevisiae, eIF2B-epsilon R284H, Beta-Glo luminescence | inhibition, % at 25 µM (by protocol) | 0.91% of 27,000 active;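 active = mutant luminescence inhibited past about 50% while wild type luminescence and mutant growth stay under set limits, limit read from the data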; note: some compounds called inactive have numbers as strong as hits
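Times: 16 h growth with compound at 30 °C, 90 min Beta-Glo step; Assay system: yeast eIF2B-epsilon R284H mutant carrying GCN4–beta-galactosidase fusion; Measure: % inhibition of reporter signal and growth versus controls; Dosing: one concentration, 25 µM, 0.25% DMSO; Buffer or medium: YPD yeast growth medium; Measured by: Beta-Glo luminescence plus absorbance at 595 nm.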
Yeast growth tox inhibition %: second read-out of Yeast growth tox, no call of its own (marks repeat the call); growth inhibition, %; S. cerevisiae eIF2Bepsilon-R284H mutant growth, A595 turbidity, 16 h;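 each compound tested once at 25 µM; 0% equals untreated cells and 100% equals cell-free medium blanks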
Yeast eIF2B mutant toxicity: further read-out of Yeast eIF2B, marked with its call; growth inhibition, %; measured here: mutant yeast growth, toxicity;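 each compound tested once at 25 µM; zero equals untreated control growth and 100 equals blank medium absorbance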
* = called active by the depositor; / = no result given.

The line under a structure holds: Yeast growth tox	Yeast eIF2B mutant toxicity	Yeast eIF2B	Yeast growth tox inhibition %
[1] CCOC(=O)C(NC(C)=O)(Nc1ccc(S(=O)(=O)Nc2cc(C)nc(C)n2)cc1)C(F)(F)F (stereo unspecified)
 : 20	5	14	5
[2] O=C(CN1CCN(c2ccccc2)CC1)Nc1nccs1
 : -4	/	/	-13
[3] O=C(Nc1ccon1)C(Sc1ccccc1)c1ccccc1 (stereo unspecified)
 : -5	/	/	-9
[4] CN(C)S(=O)(=O)c1cccc(C(=O)N(Cc2ccc(F)cc2)Cc2ccco2)c1
 : 5	-10	11	-10
[5] O=C(Nc1ccc(F)cc1)N1CCN2C(=O)c3ccccc3C12c1ccccc1 (stereo unspecified)
 : 8	/	/	24
[6] COc1ccc2[nH]c(=O)c(CN(Cc3cccs3)S(=O)(=O)c3c(C)ccc4nsnc34)cc2c1
 : -10	/	/	13
[7] COc1cc(C(=O)N2CCC(n3c(C)nc4cc(F)ccc43)CC2)cc(OC)c1OC
 : 15	-11	-1	-11
[8] O=C(Nc1cccc(C(F)(F)F)c1)c1cccnc1N1CCCC1
 : 1	/	24	0
[9] COc1cccc(-c2nnc(NC(=O)c3ccc(S(=O)(=O)N4CCOCC4)cc3)o2)c1
 : 1	-3	37	-3
[10] Cc1ccc(NC(=O)C2CCN(S(=O)(=O)c3ccc(F)cc3)CC2)cc1
 : 7	/	/	22

Compounds listed so far that have a CF3 group, in the order listed:
The line under a structure holds: Yeast growth tox	Yeast eIF2B mutant toxicity	Yeast eIF2B	Yeast growth tox inhibition %
[1] CCOC(=O)C(NC(C)=O)(Nc1ccc(S(=O)(=O)Nc2cc(C)nc(C)n2)cc1)C(F)(F)F (stereo unspecified)
 : 20	5	14	5
[8] O=C(Nc1cccc(C(F)(F)F)c1)c1cccnc1N1CCCC1
 : 1	/	24	0

Continuation:
The line under a structure holds: Yeast growth tox	Yeast eIF2B mutant toxicity	Yeast eIF2B	Yeast growth tox inhibition %
[11] CCOC(=O)N1CCN(C(=O)COc2cc(=O)n(CC)c3ccccc23)CC1
 : 5	/	68*	17
[12] CCOc1ccc(NC(=O)CSc2nnc(-c3ccccn3)n2N)cc1
 : 5	/	16	0
[13] O=C(CN1CCN(S(=O)(=O)c2ccc(Br)cc2)CC1)Nc1ccc(F)cc1
 : 3	16	15	16
[14] CCn1nnnc1SCCSc1nnnn1CC
 : 18	3	4	3
[15] COc1ccccc1CNC(=O)CSc1nc2nc(C)cc(C)n2n1
 : 13	15	18	15
[16] CC(OC(=O)c1cccs1)C(=O)NCc1cccs1 (stereo unspecified)
 : 11	-15	9	-15
[17] CC(C)C(c1nnnn1Cc1ccccc1)N1CCC(C(N)=O)CC1 (stereo unspecified)
 : 11	/	20	0
[18] Cc1ccc2c(CC(=O)OC(C)C(=O)NCc3ccc4c(c3)OCO4)coc2c1 (stereo unspecified)
 : 10	2	20	2
[19] CCC(CC)c1nnc(NS(=O)(=O)Cc2ccccc2)s1
 : -5	4	6	4
[20] O=c1cc(CSc2ccc(S(=O)(=O)N3CCCCC3)cn2)nc2sccn12
 : 19	14	21	14
[21] O=C(CCSc1nnc2scc(-c3ccccc3)n12)Nc1nc(-c2ccccc2)ns1
 : -8	4	13	4
[22] Cc1cc(S(=O)(=O)Nc2c(C(=O)O)[nH]c3ccccc23)ccc1F
 : 4	9	25	9
[23] CCOC(=O)c1cccc(NC(=O)CSc2nnc(COc3ccccc3C)o2)c1
 : -7	12	12	12
[24] Cc1cc(C)c(S(=O)(=O)N(C)CC(=O)NC2CCCC2)c(C)c1
 : 7	2	-8	2
[25] CC(C)(C)NC(=O)c1cc(NC(=O)c2ccco2)cc(NC(=O)c2ccco2)c1
 : 12	/	11	0
[26] CC(C)(C)NS(=O)(=O)c1ccc2c(c1)oc(=O)c1cc(S(=O)(=O)NC(C)(C)C)ccc12
 : -30	-20	27	-20
[27] COc1ccccc1NC(=O)NC(N)=O
 : 2	-3	20	-3
[28] Cn1c(SCc2ccccc2)nnc1-c1cnccn1
 : -12	/	9	0
[29] c1ccc(C2NCCn3cccc32)cc1 (stereo unspecified)
 : 12	19	16	19
[30] O=C(c1ccc(Cn2c(=O)[nH]c3ccccc3c2=O)cc1)N1CCN(c2ccccc2)CC1
 : -11	/	23	0
[31] CC(NS(=O)(=O)c1ccc(F)cc1)C(c1cccs1)N1CCN(C)CC1 (stereo unspecified)
 : 8	-3	31	-3
[32] Cc1cccc(C(=O)N2CCN(c3ccccn3)CC2)c1
 : /	/	29	/
[33] O=C(Cn1ccc2ccccc2c1=O)NCCC(=O)Nc1cccnc1
 : 3	5	-8	5
[34] O=C(CSc1ccc2nnc(-c3ccc(F)cc3)n2n1)NCc1ccco1
 : -1	4	-3	4
[35] Cc1ccc2cc3c(NC(=O)C(C)C)nn(C)c3nc2c1
 : 29	15	15	15
[36] COCCNS(=O)(=O)c1cc(-c2nn(C)c(=O)c3ccccc23)ccc1C
 : 5	4	-19	4
[37] CC(C)(C)OC(=O)NCC12C=CC(O1)C1C(=O)N(Cc3ccccc3)C(=O)C12 (stereo unspecified)
 : /	/	-14	/
[38] c1ccc(-c2ccc3c(c2)c2c4n3CCN=C4CCC2)cc1
 : 10	14	4	14
[39] COc1ccc(C(=O)Nc2ccccc2C(=O)NCCCn2ccnc2)cc1
 : 8	20	27	20
[40] OCCN(Cc1ccccc1)CC1CC2C=CC1C2 (stereo unspecified)
 : 0	-17	4	-17
[41] COc1ccc(NC(=O)C2CCCN(S(=O)(=O)c3c(C)n[nH]c3C)C2)cc1 (stereo unspecified)
 : 17	19	26	19
[42] Cc1cc(Br)ccc1NC(=O)CCN1C(=O)c2ccncc2C1=O
 : 7	/	-1	0
[43] CCn1c(COc2ccc(C(C)C)cc2)nnc1SCC(=O)Nc1nccs1
 : -4	/	/	-13
[44] Cc1cc(=O)oc(C)c1C(=O)N[C@@H]1CCCCNC1=O
 : 22	11	18	11
[45] Cc1ccc(-n2ncc3c(=O)[nH]c(SCC(=O)N4CCN(c5ccccc5)CC4)nc32)cc1
 : -30	-17	14	-17
[46] CC1(C)Cc2c(c(-c3ccccc3)nc(N3CCCC3)c2C(N)=O)CO1
 : -8	-14	29	-14
[47] Cc1ccc(-c2nnc3ccc(SCC(=O)N4CCCCC4)nn23)cc1
 : /	/	49	/
[48] CC(C)C(=O)Nc1ccc(NC(=O)c2cc3ccccc3o2)cc1
 : /	/	-46	/
[49] O=C(CCc1nc2cccnc2n1Cc1ccccc1)N1CCOCC1
 : -4	8	23	8
[50] COc1cc(C2Sc3ccccc3NC3=C2C(=O)OC3)cc(OC)c1OC (stereo unspecified)
 : -2	/	/	0
[51] CCOc1ccc(S(=O)(=O)n2nnc3ccccc32)cc1C(C)C
 : 29	5	-9	5
[52] N#C/C(=C1\CCCN1)c1ccc2ccccc2n1
 : 35	10	-6	10
[53] CC(OC(=O)c1cc2sccc2n1C)C(=O)NCc1ccc2c(c1)OCO2 (stereo unspecified)
 : -7	11	0	11
[54] CCCn1c2ccccc2c2nnc(SCC(=O)Nc3cc(C)on3)nc21
 : -28	-23	-8	-23
[55] CCc1c(C)nc(SCCOc2ccc(OC(C)C)cc2)[nH]c1=O
 : -2	9	7	9
[56] COc1ccc(N2C(=O)CCC(C(=O)Nc3cccc(C)n3)C2c2ccc(OC)c(OC)c2)cc1 (stereo unspecified)
 : 4	10	-33	10
[57] O=C1C=C(c2ccccc2)C(O)(c2ccccc2)C1 (stereo unspecified)
 : 30	-6	-29	-6
[58] CCN(CC)C(=O)Nc1c(C)n(C)n(-c2ccccc2)c1=O
 : 1	/	/	10
[59] Cc1ccc(-n2ncc(C(=O)NCc3ccc4c(c3)OCO4)c2NC(=O)c2ccco2)cc1C
 : 1	-17	36	-17
[60] Cc1cccc(OCC(=O)N(Cc2cccs2)C2CCS(=O)(=O)C2)c1 (stereo unspecified)
 : -4	4	-16	4

Two of these compounds, reformatted:
nr	SMILES	Yeast growth tox	Yeast eIF2B mutant toxicity	Yeast eIF2B	Yeast growth tox inhibition %
52	N#C/C(=C1\CCCN1)c1ccc2ccccc2n1	35	10	-6	10
53	CC(OC(=O)c1cc2sccc2n1C)C(=O)NCc1ccc2c(c1)OCO2 (stereo unspecified)	-7	11	0	11

The list continues.
The line under a structure holds: Yeast growth tox	Yeast eIF2B mutant toxicity	Yeast eIF2B	Yeast growth tox inhibition %
[61] O=C(Cc1cccs1)N(Cc1cccs1)C1(C(=O)NC2CCCC2)CCCCC1
 : -7	/	/	8
[62] CCOC(=O)Cc1ccc(NC(=O)c2ccc(C(C)(C)C)cc2)cc1
 : 22	19	15	19
[63] CC(=O)c1cccc(NC(=O)N2CCCC2C(=O)Nc2cccc(C)c2C)c1 (stereo unspecified)
 : 0	11	3	11
[64] CC(=O)Nc1cc(C(=O)N2CCCC2)ccc1S(=O)(=O)c1ccc(C)cc1
 : -11	6	-31	6
[65] CNC(=O)C1CC(=O)N(c2ccc(F)c(Cl)c2)C1 (stereo unspecified)
 : 3	14	18	14
[66] O=C(Nc1cc(C(F)(F)F)ccc1N1CCCC1)c1cccnc1
 : -8	-27	13	-27
[67] CCCOC(=O)c1ccc(Oc2cn[nH]c2-c2ccc(OC)cc2O)cc1
 : 60*	69	29	69*
[68] CCCn1c(NC(=O)c2ccc(Br)cc2)nc2ccccc21
 : -1	/	/	0
[69] CS(=O)(=O)NC1c2cccc3cccc(c23)C1N1CCOCC1 (stereo unspecified)
 : 2	3	-13	3
[70] CN1CCN(CCCCOc2ccc(F)cc2)CC1
 : /	/	-29	/
[71] O=C(CSc1nnc2c(Cl)cc(Cl)cn12)NC1CCS(=O)(=O)C1 (stereo unspecified)
 : 24	/	/	16
[72] CC(C)CCNc1nnnc2c1sc1nc(N3CCOCC3)c3c(c12)CC(C)(C)SC3
 : 9	/	/	12
[73] Cc1cccc(OCCOCCSc2ncccn2)c1
 : 31	-4	21	-4
[74] CC(C)=CC(=O)Nc1ccc2c(c1)OCO2
 : 26	/	54*	16
[75] COc1cccc(N/C=C(\C#N)c2ccc(OCCCF)cc2)c1
 : -3	6	14	6
[76] O=C(Cn1c(-c2cscn2)nc2ccccc21)Nc1cc(F)ccc1F
 : 28	/	/	20
[77] COc1ccc2c(c1)-c1ccccc1S(=O)(=O)N2C
 : 7	-10	1	-10
[78] COC(=O)C(N)Cc1ccc(O)c(O)c1 (stereo unspecified)
 : 15	/	/	11
[79] CCn1nnc(C(=O)O)c1C(=O)O
 : 4	4	-34	4
[80] COc1ccc(NC(=O)CN2CCN(c3nc(-c4cccc(OC)c4)cs3)CC2)cc1
 : 4	-10	5	-10
[81] COc1cc2c(cc1OC)/C(=C/C(=O)N1CCOCC1)NC(C)(C)C2
 : -12	9	-3	9
[82] O=C(NCc1ccco1)c1ccccc1Br
 : -10	/	/	4
[83] c1ccc2c(CNc3ccc(CNc4ncn[nH]4)cc3)cccc2c1
 : 4	29	-10	29
[84] CN(C(=O)c1c(Cl)nc2sccn12)C1CCCCC1
 : 7	4	-41	4
[85] Cc1csc(SCC(=O)Nc2cccc3nsnc23)n1
 : 14	7	-16	7
[86] CCOc1ccc(NC(C)c2cc(Cl)ccc2O)cc1 (stereo unspecified)
 : -16	18	-4	18
[87] CC(Sc1n[nH]c(N)n1)c1nc2scc(-c3cccs3)c2c(=O)[nH]1 (stereo unspecified)
 : -4	-10	7	-10
[88] CCN(CC)S(=O)(=O)c1cccc(C(=O)OCc2cc(=O)n3nc(C)sc3n2)c1
 : 21	4	11	4
[89] CC(=O)Nc1ccc(S(=O)(=O)CCC#N)cc1
 : 11	9	18	9
[90] COc1ccc(CNCCCO)cc1OC
 : -5	8	-1	8
[91] CCn1c(C)csc1=NC(=O)c1ccccc1O
 : 16	21	15	21
[92] COc1ccccc1C(=O)Nc1nc(-c2ccc(S(=O)(=O)N3CCOCC3)cc2)cs1
 : -1	/	/	3
[93] O=C(COC(=O)c1n[nH]c2ccccc12)NC(=O)NCc1ccco1
 : 4	-25	9	-25
[94] COc1ccc(NC(=O)COC(=O)Cn2c(C)nc3ccccc32)cc1OC
 : -7	-10	1	-10
[95] CCOc1ccc(CN2CCCN(C)CC2)cc1
 : 7	/	/	10
[96] Cc1cc(C)c(C(=O)COC(=O)Cn2cnnn2)cc1C
 : 17	-18	-22	-18
[97] Cc1ccc2c(c1)N(CC(=O)NCc1ccco1)C(=O)CO2
 : -1	26	-5	26
[98] COc1ccccc1-n1c(=S)sc2c(=O)n(Cc3ccco3)c(SC)nc21
 : -4	-4	19	-4

These rows are one share of the data; count on the stated rates, not on these rows.
